Bioassay records: PubChem, National Center for Advancing Translational Sciences (NCATS)
ATXN viability: cell viability loss in ATXN counter-screen; S2 cells (HEK-293 line with an ATXN2-luciferase reporter) viability, CellTiter-Fluor protease fluorescence, 24 h; 400,000 compounds, 0.49% hits; Potency, µM (highest dose often 56.7 µM), most hits filed as cytotoxic; further: potency means the concentration at half of the fitted maximal effect; nearly all actives have a fitted effect of over 40% in size
Nrf2 block: blocks Nrf2 signaling | 360,000 compounds, 2.1% hits | Potency, µM (doses to about 46 µM), inactives show top-dose activity change, negative = inhibition, hits mostly inhibitors | AID 504444 | A549 ARE-Fluc reporter, luciferase luminescence, 18-24 h; further: potency means the concentration at half of the fitted maximal effect; on the % scale 0 is the no-effect control and ±100 the full control effect; nearly all actives have a fitted effect of over 60% in size
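Two sequential reads on A549 ARE_Fluc cells exposed to compound for 18-24 h: a CellTiter-Fluor fluorescence read for viability, then a luciferase luminescence read for Nrf2/ARE activity.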
HepG2 viability: counter-screen for TGF-b inhibitors: cytotoxicity in HepG2 cells. Potency, µM (highest dose often 46.1 µM), for inactives: top-dose activity change, negative = cytotoxicity, usual class: cytotoxic. 410,000 compounds, 0.76% hits. HepG2 CAGA-GFP viability, ATP luminescence, 18 h. AID 588856; further: potency means the concentration at half of the fitted maximal effect; some results filed as inactive show a strong effect at the top dose
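CellTiter-Glo luminescence gave cytotoxicity after 18 hours at 37 degrees C. The cells were HepG2 CAGA-GFP in 1% FBS DMEM, stimulated with 500 pg/mL TGF-beta after compound addition. %Activity was normalised to no-cell wells (complete cell-killing) and DMSO (no toxicity), and curves were fitted and classified.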
MmCpn inh: M. maripaludis TRiC chaperonin inhibition; AID 504842; 330,000 compounds, 0.031% hits; purified Mm-Cpn ATPase, ADP Transcreener TR-FRET; Potency, µM (doses to about 76.9 µM), for inactives: at the top dose activity, negative = inhibition, hits mostly inhibitors; further: potency means the concentration at half of the fitted maximal effect; on the % scale 0 is the no-effect control and ±100 the full control effect; nearly all actives have a fitted effect of over 80% in size
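ATPase read-out: TR-FRET ADP immunoassay (anti-ADP Eu cryptate vs ADP-d2), ex 320 nm, em 590/665 nm; signal drops as ADP forms. Enzyme 25 nM, ATP 10 uM, 30 min at 37°C after 10 min compound preincubation.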
A549 viability: kills or reduces viability of A549 cells in Nrf2 counter-screen. A549 ARE-Fluc cells, CellTiter-Fluor viability, 18-24 h. Potency, µM (doses to about 46 µM), for inactives: at the top dose activity change, negative = cytotoxicity, actives largely listed as inhibitors. 390,000 compounds, 0.16% hits. AID 504648; further: potency means the concentration at half of the fitted maximal effect; on the % scale 0 is the no-effect control and ±100 the full control effect
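Cytotoxicity counterscreen: CellTiter-Fluor fluorescence was measured in A549 ARE_Fluc cells after 18-24 h of compound exposure in a concentration series. The subsequent BugLite luminescent read reports ARE-luciferase activity.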
TGFb inhibitor: blocks TGF-b signaling. HepG2 CAGA-GFP TGF-b/SMAD3 reporter, GFP fluorescence, 18 h; TGF-beta stimulated, 500 pg/mL final. Potency, µM (top dose mostly 46.1 µM), for inactives: top-dose activity, negative = inhibition, actives largely listed as inhibitors. 410,000 compounds, 1.2% hits. AID 588855; further: potency means the concentration at half of the fitted maximal effect; on the % scale 0 is the no-effect control and ±100 the full control effect; nearly all actives have a fitted effect of over 65% in size
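Read-out: total well GFP (ex488/em500-530) summed from mean per-cell fluorescence. Cells: HEPG2 CAGA-GFP, 1% FBS DMEM, 18 h at 37 degrees C with 500 pg/mL final TGF-beta. Unstimulated wells served as the full-inhibition control; stimulated DMSO wells = 0%.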
Akt phos inh: Akt phosphorylation inhibition | Neuro2A IGF-stimulated pAkt S473 HTRF, 20 min; hits give low values | activity change, % for hits at 50 µM | 360,000 compounds, 0.32% hits | AID 651550; in the data active means activity change below about -80%; inconclusive means mostly about -51% to -80%; further: on the % scale 0 is the no-effect control and ±100 the full control effect
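Single-point screen (50 µM final compound) in Neuro2A cells stimulated 20 min with 6 nM IGF at 37 deg C. After lysis, Ser473-phosphorylated Akt read by HTRF (ex 330 nm, em 615/665 nm) as the 665/615 ratio.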
Nrf2 ARE act: activates Nrf2 signaling | 410,000 compounds, 0.31% hits | AREc32 ARE-luciferase reporter (MCF7-derived line), luminescence, 24 h | Potency, µM (series often up to 46.1 µM), without a hit: top-dose activation, hits mostly activators | AID 624171; further: potency means the concentration at half of the fitted maximal effect; % of control where 0% means no effect; nearly all actives have a fitted effect of over 65% in size
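AREc32 cells carrying an ARE-driven firefly luciferase reporter were seeded at 1000 cells/well in OPTI-MEM with 5% FBS, then exposed to compound for 24 hr at 37 deg C. Luminescence was read with Steady-Glo after 30 min at RT.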
CCT chaperon mod: cytosolic chaperonin activity modulation. purified chaperonin ATPase assay, HTRF ADP detection, 30 min. activity change, % (no concentration beside the values), hits read low. 360,000 compounds, 0.3% hits. AID 651819; in the data active means activity change below about -30%; further: on the % scale 0 is the no-effect control and ±100 the full control effect
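ATPase activity: ADP formed was measured by HTRF Transcreener (665/615 nm ratio) after 30 min at 37 deg C with 10 uM ATP. Compounds screened at one 76 uM concentration against 40 or 20 nM TRiC in Tris pH 7.4/KCl/MgCl2/DTT buffer.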
An asterisk follows results filed as active; i = inactive; ? = inconclusive; . = no result given; [ ] = remark or other dose. Unless noted, the call rests on the fitted dose curve; in most records, active means well fitted curve in the direction sought with a large enough effect; inconclusive means small, poorly fitted or top-dose-only effect, or another doubt; inactive means no such curve, though single readings can be large; an effect the other way counts as inactive or inconclusive.

SMILES	ATXN viability	Nrf2 block	HepG2 viability	MmCpn inh	A549 viability	TGFb inhibitor	Akt phos inh	Nrf2 ARE act	CCT chaperon mod
O=C(NCCc1ccccc1)c1ccc2nc(-c3ccco3)c(-c3ccco3)nc2c1	i	-30%	-20%	-1%	-10%	4%	i	4.5%	-2.2
Nc1nc2ccccc2n1/N=C/c1ccc(Br)cc1	i	28%	-26%	-5%	0%	0%	i	20%	0.5
O=C(NC(=S)N1CCOCC1)c1ccc(F)cc1	i	-9%	-2%	0%	3%	1%	i	0.8%	1.2
CC(=O)N1CCCc2cc(S(=O)(=O)CCC(=O)N3CCN(c4cccc(C)c4)C(C)C3)ccc21 (stereo unspecified)	i	?	-18%	1%	2%	?	i	-0.3%	-1.8
COc1cccc(N(C(=O)CNC(=O)c2ccco2)C(C(=O)NC2CCCCC2)c2cccnc2)c1 (stereo unspecified)	i	10%	-9%	-3%	18%	15%	i	-0.4%	1.4
COC(=O)c1cn(CC(=O)Nc2ccc(F)cc2)c2ccccc12	i	1%	-7%	0%	1%	-5%	i	0.0%	1.3
Cc1ccsc1/C=N\Nc1cn[nH]c(=O)c1Cl	i	-3%	-7%	2%	-13%	-7%	i	?	-0.1
O=C(Nc1ccc2ccccc2n1)Nc1ccccc1F	i	?	5%	0%	7%	0%	i	13%	0.2
Cc1ccc(SCC(=O)NCC(C)C)cc1	i	21%	-7%	2%	0%	20%	i	0.2%	-1.7
C=CCn1c(Cc2ccccc2)nnc1SCc1nc2ccccc2c(=O)[nH]1	i	-17%	1%	3%	-1%	18%	i	-0.5%	-0.3
COc1ccc(C2=NO[C@@H]3[C@@H]4C[C@@H]([C@H]5C(=O)N(C)C(=O)[C@@H]45)[C@H]23)c(OC)c1	i	4%	-9%	-2%	0%	27%	i	-0.7%	0.2
COC(=O)Nc1ccccc1C(=O)N1CCN(c2ccc(C)cc2)CC1	i	21%	3%	2%	-4%	2%	i	4.5%	0.3
O=C(CCN1C(=O)/C(=C\C=C\c2ccccc2)SC1=S)Nc1cccc(C(=O)O)c1	i	?	4%	-2%	-10%	1%	i	0.4%	-2.0
O=C(Cc1ccc(-c2ccccc2)cc1)N1CCOCC1	i	-12%	-20%	0%	0%	1%	i	-0.6%	0.8
COc1cc(Cl)c(S(=O)(=O)NCc2cccnc2)cc1Cl	i	3%	0%	0%	-1%	-15%	i	-0.4%	-6.6
CCOc1cccc(C2C(C(=O)c3ccc(C)o3)=C(O)C(=O)N2c2nccs2)c1 (stereo unspecified)	i	-12%	-35%	-26%	?	1%	i	3.9%	-2.3
O=C(CCC(=O)N1CC2CCCN2c2ccccc21)NCc1ccccc1Cl (stereo unspecified)	.	-28%	-42%	.	3%	1%	.	-0.8%	.
Nn1c(SCC(=O)Nc2nccs2)nnc1-c1ccccn1	i	6%	10%	-1%	-4%	-13%	i	-0.7%	0.3
O=C(C1=NNCC1c1ccccc1)C1OC1c1ccccc1 (stereo unspecified)	i	-12%	-28%	1%	-3%	-21%	i	?	1.2
CN1c2ccccc2C(C)(C)[C@]12C=Cc1cc(O)ccc1O2	?	?	-38%	2%	-22%	18µM*	.	?	1.2

Arranged by count of non-hydrogen atoms (lowest first): part of the list above.
SMILES	ATXN viability	Nrf2 block	HepG2 viability	MmCpn inh	A549 viability	TGFb inhibitor	Akt phos inh	Nrf2 ARE act	CCT chaperon mod
Cc1ccsc1/C=N\Nc1cn[nH]c(=O)c1Cl	i	-3%	-7%	2%	-13%	-7%	i	?	-0.1
O=C(Cc1ccc(-c2ccccc2)cc1)N1CCOCC1	i	-12%	-20%	0%	0%	1%	i	-0.6%	0.8
O=C(NCCc1ccccc1)c1ccc2nc(-c3ccco3)c(-c3ccco3)nc2c1	i	-30%	-20%	-1%	-10%	4%	i	4.5%	-2.2

(more compounds)
SMILES	ATXN viability	Nrf2 block	HepG2 viability	MmCpn inh	A549 viability	TGFb inhibitor	Akt phos inh	Nrf2 ARE act	CCT chaperon mod
CCOC(=O)CC1C(=O)NCCN1S(=O)(=O)c1cc(Cl)c(Cl)cc1Cl (stereo unspecified)	i	-11%	5%	0%	2%	-1%	i	-0.4%	-0.9
CC1CCCN(c2ccc(C(=O)NCCc3ccccc3)cn2)C1 (stereo unspecified)	i	?	-9%	-1%	1%	1%	i	-0.4%	-1.0
Nn1c(-c2cccs2)nc2sc3c(c2c1=O)CCCC3	i	?	-6%	0%	-10%	-4%	i	4.1%	0.3
O=C(O)c1ccc(N/N=C/C2=C(N3CCOCC3)C(=C\c3ccccc3)/CC2)cc1	i	?	-39%	-2%	-16%	?	i	?	-0.2
COc1ccccc1NS(=O)(=O)c1ccc(C(=O)NCC(c2ccccc2OC)N2CCCC2)cc1 (stereo unspecified)	i	13%	-20%	.	-2%	-11%	i	2.9%	3.1
CC1=C(C(=O)N(C)C)CC(CC(=O)NC2CCCCC2)C(=O)N1Cc1ccccc1 (stereo unspecified)	i	.	-5%	.	.	-2%	i	-1.3%	-1.3
O=C(Nc1ccc(OCc2cc(=O)n3c4c(sc3n2)CCCC4)cc1)c1cccc(F)c1	i	0%	-5%	.	-1%	0%	.	0.7%	.
O=C(O)c1c(-c2ccccc2)cnc2ccccc12	i	.	10%	.	.	14%	i	0.1%	0.5
O=C(Nc1ccc2c(c1)OCO2)c1cnn2c(C(F)(F)F)cc(-c3ccco3)nc12	i	.	7%	0%	2%	4%	i	0.2%	0.0
COCCNC(=O)C1(C)CCCN(Cc2ccc3ccccc3c2Br)C1 (stereo unspecified)	i	.	-21%	.	.	?	i	-1.5%[9.22 µM]	-1.0
CCC(=O)N1CCC1(C)C(=O)Nc1cccc(OC)c1OC (stereo unspecified)	i	.	0%	.	.	-1%	i	-0.8%	-0.7
CC(C)C[C@H]1CN=C(Nc2ccccc2)N1CCC(C)c1ccccc1 (stereo partly specified)	?	2%	-7%	0%	-6%	?	i	0.6%	-25
CCCCNC(=O)C[C@@H]1C[C@@]2(C(=O)OCC)CCC=C2N(Cc2ccc(Cl)cc2Cl)C1=O	?	.	.	.	.	.	i	4.2%	0.9
CCN(CC)C(=O)CSc1nc2cc3c(cc2c(=O)n1Cc1ccc2c(c1)OCO2)OCO3	?	4%	19%	0%	-7%	-9%	i	-0.7%	-1.7
CN(C)c1ccc(N/C=C/C(=O)C(F)(F)F)cc1	i	-13%	0%	25µM*	-8%	?	i	3.1%	1.2
CC1(C(=O)NS(=O)(=O)c2ccc(Br)cc2)CCN1C(=O)Cc1cccs1 (stereo unspecified)	i	.	4%	.	.	?	.	-0.3%	0.6
CCOC(=O)c1c(C)[nH]c(C(=O)OCC(=O)N(C)CC(=O)Nc2ccccc2Cl)c1C	i	11%	16%	-1%	5%	0%	i	7.9%	0.9
Cc1c(C2OC(=O)C3(CCCCC3)C(=O)C2(C)C)c(=O)n(-c2ccccc2)n1C (stereo unspecified)	?	1%	4%	0%	.	22%	i	-1.0%	-2.2
CCOc1ccc(S(=O)(=O)NCc2cccs2)cc1	i	3%	-24%	2%	-1%	14%	i	-0.3%	-3.1
O=C(NCCN1CCNC1=O)C1CCC(=O)N(Cc2ccccc2F)C1 (stereo unspecified)	i	1%	-3%	-6%	2%	?	i	-0.2%	-2.2
COc1cccc(CNC(=O)Cc2c(C)c3ccc(OC)c(C)c3oc2=O)c1	i	8%	-5%	.	-5%	0%	.	-0.5%	.
C=CCOC(=O)Nc1ccc(Cl)cc1NC(=O)OCC=C	i	6%	-3%	-1%	-4%	2%	i	-0.7%	-2.0
COc1ccc(N2C(=O)CC(N(CCc3ccc(OC)c(OC)c3)C(=S)Nc3ccccc3)C2=O)cc1 (stereo unspecified)	?	-7%	-18%	1%	-1%	4%	i	8.8%	-0.9
O=C(COC(=O)Cn1cnc2ccccc21)NCc1ccc(F)cc1	i	11%	-24%	-1%	1%	9%	i	-0.9%	-3.5
NS(=O)(=O)c1ccc(CCNC(=O)CCn2c(=O)c3cccn3c3cccnc32)cc1	.	24%	-19%	.	10%	?	.	0.9%	.
COc1ccccc1Nc1ncc2c(n1)CCN(CC(C)C)C2	i	.	2%	.	-4%	-5%	.	1.2%	.
C=CCc1cccc2cc(C(=O)NCc3ccc(C(=O)OCC)o3)c(=O)oc12	i	0%	-3%	-5%	-5%	0%	i	0.3%	1.3
CCN1CCN(C(=S)c2ccc(O)cc2)CC1	i	3%	-9%	2%	7%	-43%	i	0.0%	0.0
CCc1ccc(NC(=O)CCS(=O)(=O)c2ccc(Br)cc2)cc1	i	2%	-36%	-2%	0%	?	i	1.7%	-1.0

Reprinted at random: six compounds from above, in no set order.
SMILES	ATXN viability	Nrf2 block	HepG2 viability	MmCpn inh	A549 viability	TGFb inhibitor	Akt phos inh	Nrf2 ARE act	CCT chaperon mod
O=C(COC(=O)Cn1cnc2ccccc21)NCc1ccc(F)cc1	i	11%	-24%	-1%	1%	9%	i	-0.9%	-3.5
COc1ccccc1Nc1ncc2c(n1)CCN(CC(C)C)C2	i	.	2%	.	-4%	-5%	.	1.2%	.
C=CCc1cccc2cc(C(=O)NCc3ccc(C(=O)OCC)o3)c(=O)oc12	i	0%	-3%	-5%	-5%	0%	i	0.3%	1.3
COc1cccc(CNC(=O)Cc2c(C)c3ccc(OC)c(C)c3oc2=O)c1	i	8%	-5%	.	-5%	0%	.	-0.5%	.
CCN1CCN(C(=S)c2ccc(O)cc2)CC1	i	3%	-9%	2%	7%	-43%	i	0.0%	0.0
CCc1ccc(NC(=O)CCS(=O)(=O)c2ccc(Br)cc2)cc1	i	2%	-36%	-2%	0%	?	i	1.7%	-1.0
